PG9 Ab binder: PG9 antibody binding by small molecule | TR-FRET gp120-PG9 antibody binding | inhibition, % at 6.7 µM | actives 0.43% (n = 360,000) | AID 624416; in the data active means inhibition above about 8.5%
ssDAF12 agonist: activators of S. stercoralis DAF-12 nuclear receptor. HEK293 ssDAF-12/GRIP1 lit1-tk-luc reporter, luminescence; % of 3 µM dafachronic acid response. activation, % at 6.8 µM. actives 1% (n = 370,000). AID 652126;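 active means activation above the mean over all tested compounds plus 3 SD, cut at about 0.9% in these data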;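 further: 0% = DMSO-only wells and 100% = 3 µM delta7-dafachronic acid wells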
DAX1 inh-1: DAX1 (NR0B1) inhibition, primary screen. HEK293T StAR-luciferase reporter, SF-1/DAX-1 repression relief. inhibition, % at 6.8 µM. actives 1.1% (n = 370,000). AID 652010;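 active means inhibition above the mean over all tested compounds plus 3 SD, cut at about 3.6% in these data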;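 further: 0% = DAX-1 cells with DMSO and 100% = cells lacking DAX-1 with DMSO; higher inhibition means more luminescence from relief of DAX-1 repression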
hcDAF12 agonist: activates DAF-12 receptor from parasite H. contortus. HEK293 hcDAF-12 lit1-tk-luc reporter, luminescence; 0% DMSO, 100% Δ7-dafachronic acid. activation, % at 6.8 µM. actives 1.4% (n = 370,000). AID 652067;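 active means activation above the mean of all tested compounds plus 3 SD, cut at about 5.5% in these data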;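 further: 100% = response to 3 µM Δ7-dafachronic acid high control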
FXN GAA850 act: activators of GAA850 frataxin (FXN) promoter; actives 0.56% (n = 360,000); activation, % at 6 µM; HEK293 lucGAA850 FXN promoter luciferase reporter, 24 h; percent of 10 µM SAHA response; AID 540364;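 active means activation above the average of all compounds screened plus 3 SD, cutoff fixed separately per campaign, cut at about 7.5% in these data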;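 further: 0% = DMSO wells and 100% = 10 µM SAHA wells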
PLCb3 inh: blocks human PLC-beta3 enzyme activity. Purified PLC-beta3, fluorogenic substrate, fluorescence. inhibition, % at 12.2 µM. actives 0.18% (n = 370,000). AID 720704; in the data active means inhibition above about 11%;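 further: 0% = median of compound wells on plate and 100% = full blocker control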
hgDAF-12 ag: activates the H. glycines DAF-12 receptor ligand-binding domain | HEK293 GAL4-hgDAF12 UAS-luciferase reporter, agonist luminescence; normalized to butyrate control | activation, % at 6.8 µM | actives 1.8% (n = 370,000) | AID 687014;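 active means activation above a cutoff set at the mean of all screened compounds plus 3 SD, cut at about 10% in these data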;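 further: 0% = DMSO wells and 100% = sodium butyrate wells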
NR1D1 modulator: modulators of human Rev-erb alpha DNA binding; Rev-erbα–FITC-DNA binding, fluorescence polarization, 90 min; activity, % at 10 µM; actives 0.79% (n = 370,000);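 active means activity above about 14%, limit read from the data; passing the limit was not always enough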;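 further: 0% = DMSO wells with 35 nM protein and 100% = DMSO wells with 750 nM protein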
Target sequence (P20393 whole entry, looked up): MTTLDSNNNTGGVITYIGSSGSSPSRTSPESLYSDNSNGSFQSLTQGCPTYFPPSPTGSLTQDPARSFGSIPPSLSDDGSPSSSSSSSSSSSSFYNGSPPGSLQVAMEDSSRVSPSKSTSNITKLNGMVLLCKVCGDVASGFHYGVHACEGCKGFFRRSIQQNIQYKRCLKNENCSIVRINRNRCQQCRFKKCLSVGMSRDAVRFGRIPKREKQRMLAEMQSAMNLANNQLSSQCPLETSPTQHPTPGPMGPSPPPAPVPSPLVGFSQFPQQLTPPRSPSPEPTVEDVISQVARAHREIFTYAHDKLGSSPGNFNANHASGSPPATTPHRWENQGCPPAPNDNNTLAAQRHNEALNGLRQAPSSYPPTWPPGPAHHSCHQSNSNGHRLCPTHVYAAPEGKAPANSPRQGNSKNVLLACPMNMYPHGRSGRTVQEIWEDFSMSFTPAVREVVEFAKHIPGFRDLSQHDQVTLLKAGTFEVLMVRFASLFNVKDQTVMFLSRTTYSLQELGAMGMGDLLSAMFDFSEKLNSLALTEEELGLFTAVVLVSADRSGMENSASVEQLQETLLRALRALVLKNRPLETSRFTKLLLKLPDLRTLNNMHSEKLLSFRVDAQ
SMARCA2 act: increases SMARCA2 function in MMTV reporter cells. MG213 cells, MMTV-luciferase reporter, dexamethasone, overnight. activation, % at 9.1 µM. actives 1% (n = 370,000); in the data active means activation above about 7.8%;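 further: 0% = vehicle wells and 100% = reference activator wells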
HGIII-sPLA2 inh: Blocks human group III sPLA2 activity; QFRET BODIPY PC-A2 liposome hydrolysis, fluorescence; inhibition, % at 12.2 µM; actives 0.56% (n = 370,000);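 active means inhibition above mean plus 3 SD of compounds lying within the high and low control bounds, cut at about 19% in these data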;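 further: 0% = median of test compound wells and 100% = no enzyme DMSO wells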
DAX1 inh-2: NR0B1 (DAX1) inhibition; P51843; inhibition, % at 6.75 µM; HEK293 Gal4-DAX1 luciferase reporter, luminescence; actives 0.99% (n = 340,000); AID 504766;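 active means inhibition above the mean over all tested compounds plus 3 SD, cut at about 4.2% in these data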;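 further: 0% = DAX1-transfected cells with DMSO and 100% = empty-vector control cells with DMSO; inhibition shows as a rise in luminescence from relieved DAX1 repression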
Target sequence (P51843 207-470 limits assumed): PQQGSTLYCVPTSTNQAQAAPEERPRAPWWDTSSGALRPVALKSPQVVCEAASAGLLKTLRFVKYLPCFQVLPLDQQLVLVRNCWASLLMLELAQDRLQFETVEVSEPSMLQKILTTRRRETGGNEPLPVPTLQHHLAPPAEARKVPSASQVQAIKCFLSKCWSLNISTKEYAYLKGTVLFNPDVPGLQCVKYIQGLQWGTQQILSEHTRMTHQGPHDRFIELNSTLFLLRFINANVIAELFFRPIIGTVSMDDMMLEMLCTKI
An asterisk follows results filed as active; . = no result given.

SMILES	PLCb3 inh	NR1D1 modulator	HGIII-sPLA2 inh	ssDAF12 agonist	FXN GAA850 act	PG9 Ab binder	hgDAF-12 ag	DAX1 inh-2	DAX1 inh-1	hcDAF12 agonist	SMARCA2 act
CCCCCCC(=O)NC(Nc1ccc(S(N)(=O)=O)cc1)C(Cl)(Cl)Cl (configuration not stated)	2	3	-18	-1.2	-4.2	-0.9	-0.7	0.9	-0.7	-1.2	-1
COc1cccc(NC(=O)CSc2nnc(-c3cccnc3)o2)c1	-8	-1	6	0.1	3.7	0.1	2.2	-0.3	2.5	2.6	-1
CC1CCC(C(=O)NC(C(=O)NCCN2CCC(C)CC2)C(C)C)CC1 (configuration not stated)	0	-6	6	-1.3	3.0	-1.0	2.6	1.7	0.4	1.7	1
CC(C)(C)NS(=O)(=O)c1ccc(NC(=O)C2CCCO2)cc1 (configuration not stated)	-9	2	-4	-0.8	2.3	-0.8	-2.6	0.2	-0.1	-1.4	-1
O=C(C1CCCO1)N1CCc2ccccc21 (configuration not stated)	-5	-3	10	1.8*	1.4	-0.9	2.7	-0.2	1.3	5.0	-4
Cc1nn(S(=O)(=O)N2CCOCC2)c(C)c1Br	-2	0	1	-1.1	3.4	-2.9	-0.5	0.5	-0.5	-1.7	0
Cc1ncc(CO)c2cc(C(=O)Nc3cccc(F)c3)c(=Nc3cccc(C(N)=O)c3)oc12	-6	-8	4	-1.1	1.6	-0.6	-1.3	1.3	-0.7	-0.8	-2
COc1ccc(CC(=O)Nc2nc(-c3ccncc3)cs2)cc1	-4	-5	-1	-1.3	-0.7	-0.8	-0.4	0.1	-0.6	-0.9	3
CN(C)c1ccc(NC(=O)Nc2nc(C(N)C3CCCCC3)cs2)cc1 (configuration not stated)	-9	-4	20*	-1.6	1.6	-8.5	-0.7	.	-0.9	0.5	-2
COc1cc(S(=O)(=O)Nc2c(C)nn(C)c2C)ccc1NC(C)=O	-3	-3	-2	-0.1	-0.5	-3.2	1.4	0.6	-0.4	-1.2	-3
COc1cc(CN2CCN(CC3CC3)CC2CCO)cc(OC)c1 (configuration not stated)	-5	1	13	-0.5	1.3	0.5	1.1	1.5	0.3	1.5	-3
COc1ccc(O)c(/C=C2/SC(=S)N(Cc3ccccc3)C2=O)c1	-22	6	-6	-1.4	-1.8	-0.3	-0.5	1.1	0.0	-1.3	-2
CCS(=O)(=O)N1N=C(c2cccc(NS(C)(=O)=O)c2)CC1c1ccccc1 (configuration not stated)	-5	-7	-14	-1.3	-1.0	-1.5	0.6	-1.1	-0.9	1.1	1
COc1ccc(NC(=O)CC2SC(=NCC3CCCO3)NC2=O)cc1 (configuration not stated)	4	-4	-1	-1.4	0.0	-1.1	-2.0	-0.6	-0.4	0.4	-3
Cc1ccc(-n2nnc(-c3nccs3)n2)cc1	3	-4	1	-0.5	-6.6	-1.8	0.4	-5.5	0.5	3.9	0
Cn1c[n+](C)cc1/C=N/O	1	-2	5	-0.9	1.4	1.2	1.0	-0.3	0.0	0.5	-1
COc1ccc(CCNC(=O)CCCNC(=O)Cn2cnc3sc(C)c(C)c3c2=O)cc1OC	-7	-8	-2	-2.1	-1.1	-0.6	0.4	1.7	-0.3	0.1	2
COc1ccc(C(=O)COC(=O)c2c(-c3ccccc3)noc2C)c(OC)c1	-1	8	14	-1.1	0.3	3.6	-1.5	0.8	-1.2	0.3	-3
CCN(CC)S(=O)(=O)c1ccc(NC(=O)C2CC(=O)N(c3ccc4c(c3)OCCO4)C2)cc1 (configuration not stated)	-11	2	4	-2.0	-4.7	2.5	-4.9	-0.5	-1.7	-3.1	-6
O=C(CSc1cccc[n+]1[O-])Nc1c(Br)cc([N+](=O)[O-])cc1Br	-7	-6	4	-1.4	1.0	0.7	-1.8	-0.1	0.1	-2.0	-3
O=C(Nc1cccnc1)c1c(O)c2cccc3c2n(c1=O)CC3	-2	-6	4	-0.6	1.6	1.0	2.6	0.7	0.3	0.9	0
O=C(Nc1cccc2nsnc12)c1ccc2c(c1)OCO2	-136	-2	1	-0.9	2.8	-0.6	8.0	0.5	0.8	2.2	3
COc1ccc(CCN2C(=O)NC(NC(=O)CCc3ccccc3)(C(F)(F)F)C2=O)cc1OC (configuration not stated)	7	1	-11	-1.7	-3.5	-2.5	0.2	1.0	-0.7	-2.3	-3
CCOc1ccccc1N1CCN(C(=O)CNC(=O)c2ccccc2F)CC1	1	3	0	-1.4	0.6	0.7	-0.5	2.2	0.6	0.0	-3
Cc1cc(C(=O)COc2ccccc2C(N)=O)c(C)n1C1CC1	-2	-3	-1	-1.1	4.5	-1.6	2.3	0.5	1.1	0.9	2
O=C(COC(=O)c1ccc(O)cc1O)Nc1ccc2ccccc2c1	-2	2	-21	-0.9	-2.4	-1.6	-2.8	-0.5	-2.3	-0.2	1
Cc1cc(C(=O)Nn2c(-c3ccncc3)nc3ccccc3c2=O)ccc1[N+](=O)[O-]	2	3	-4	-0.1	-0.1	-2.2	-2.9	0.7	-0.6	-1.3	-2
Cc1cccc(OCC(=O)OCC(=O)N(CC(C)C)c2c(N)n(Cc3ccccc3)c(=O)[nH]c2=O)c1C	10	3	7	-0.6	0.0	-0.2	0.1	2.0	1.0	0.8	-2
CC(C)CC(=O)Nc1ccc(S(=O)(=O)NCc2ccco2)cc1	-3	1	-5	-1.5	1.3	0.2	-1.5	-0.6	-0.6	-1.5	-5
O=C(c1cc2c(=O)n3ccccc3nc2s1)N1CCOCC1	-498	-3	3	-0.3	1.7	2.6	7.7	2.5	1.0	2.8	3
Cc1ccc(NC(=O)CSc2nc3ccccc3c3nc(CCc4c(C)n[nH]c4C)nn23)cc1F	1	-3	-2	-1.1	0.6	-2.9	1.8	-2.2	-0.6	-1.5	-2
Cc1ccc(-c2nc(N3CCN(C)CC3)c3ccccc3n2)cc1	-17	2	7	0.3	6.5	1.7	4.9	0.8	-0.4	6.3*	1
O=C1c2cccc3cccc(c23)N1Cc1ccc(F)cc1	-432	1	-2	-1.4	3.2	-1.6	-0.3	-0.6	-0.7	-1.3	0
COC(=O)c1ccc(C(=O)OC)c(NC(=O)CN2CCN(c3ccc(OC)cc3)CC2)c1	-2	3	9	-0.9	1.3	-1.5	-1.7	-0.2	0.1	0.6	2
Cc1ccc(-n2c(SCc3nc4ccccc4c(=O)[nH]3)nnc2-c2ccccc2O)cc1	6	1	3	0.1	-0.8	-1.8	3.4	0.0	0.2	3.5	-2
O=C(CCCn1cc([N+](=O)[O-])cn1)NCc1ccccc1	-6	1	-2	-1.8	-0.8	1.4	-2.3	1.7	0.1	-1.3	0
O=C(Cc1ccccc1)NCCc1cccc(Cl)c1	4	1	2	-1.3	2.9	-0.8	0.3	0.2	-0.7	0.6	2
Cc1occc1C(=O)N/N=C/c1ccc(OCc2ccccc2)cc1	-1	1	5	-0.7	4.6	-1.7	7.8	2.8	1.0	3.9	3
O=C(Cc1cn(Cc2ccccc2)c2ccccc12)Nc1ccc(Nc2cccnc2)c(Br)c1	-7	2	-3	-1.6	.	-3.9	0.8	.	-0.7	-2.8	-4
O=C(N/N=C/c1ccco1)C(O)C(O)C(=O)N/N=C/c1ccco1 (configuration not stated)	0	-6	6	-1.0	0.7	-0.2	-0.5	-1.2	-0.5	0.6	-5
CCOC(=O)N1CCN(c2cc(=O)n(C)c(=O)n2C)CC1	3	5	-4	-1.9	0.1	-0.4	-1.0	.	0.2	-1.2	-3
Oc1c(N=Nc2ccccn2)ccc2ccccc12	1	-12	22*	0.5	-16	-7.1	-5.1	-3.7	-4.1	1.9	-2
CCC(C)[C@H]1CNCCN1CC1(c2ccccc2)CC1 (some centres not stated)	14*	0	0	-1.0	-0.2	-3.6	-0.3	1.2	0.1	-0.3	-2
CCC(C)NC(=O)c1cc(Cl)ccc1OC (configuration not stated)	2	0	8	-1.4	-1.1	-0.9	0.3	-0.3	-0.4	-0.8	2
CCCCCCCCN1C(=O)[C@@H](CC(=O)NCc2ccccc2)C[C@@]2(C(=O)OC)C1=C[C@H](C(C)(C)C)O[C@@H]2C	2	0	0	-0.9	.	-0.7	-1.5	.	0.8	1.6	-1
CN(C)c1ccc(C=Cc2ccnc3c(O)cccc23)cc1	-14	1	15	0.5	0.3	1.6	1.3	-0.6	0.1	1.5	-2
COc1ccc(CNS(=O)(=O)c2cc(Cl)ccc2N2CC[C@@H](O)C2)cc1	-3	5	-10	-0.5	.	0.0	1.6	.	-5.4	0.5	-1
Cc1cccc(NC(=S)N2CCC(O)CC2)c1C	3	-2	-2	-1.2	0.2	-0.2	-0.5	2.3	-0.3	-1.1	5
Cc1nn(CC(=O)NCc2ccc(C(=O)O)cc2)c(C)c1[N+](=O)[O-]	-2	-4	-1	-1.1	-0.1	-1.2	-0.9	-0.5	-0.4	-2.3	-1
OC(COC(c1ccc(Cl)cc1)c1ccc(Cl)cc1)CN1CCN(c2ccccn2)CC1 (configuration not stated)	0	-2	-13	-1.7	0.9	-0.6	1.0	-1.0	-0.9	1.1	-4

The results go on:
SMILES	PLCb3 inh	NR1D1 modulator	HGIII-sPLA2 inh	ssDAF12 agonist	FXN GAA850 act	PG9 Ab binder	hgDAF-12 ag	DAX1 inh-2	DAX1 inh-1	hcDAF12 agonist	SMARCA2 act
Cc1ccccc1C(=O)NCCc1nnc(SCC(=O)Nc2nc(-c3ccccc3)cs2)n1C	-2	2	5	-0.9	0.5	0.1	-2.0	1.4	-0.3	0.4	1
O=C(COC(=O)C1CC(O)CN1S(=O)(=O)c1ccccc1[N+](=O)[O-])c1ccc[nH]1 (configuration not stated)	-8	-6	-8	-1.2	1.0	-2.6	-0.7	-0.7	-0.6	0.8	1
CCn1c(=O)cc(SCC(=O)N2CCC(C)CC2)c2ccccc21	-2	3	-1	-1.4	0.3	-4.9	-2.4	1.9	-0.7	-1.5	2
Cc1oc(/N=C/c2ccccc2O)c(C#N)c1C	-18	0	-5	0.7	1.5	-5.3	1.6	0.6	-0.3	3.6	4
N#Cc1ccc(OS(=O)(=O)c2ccc(-c3ccon3)s2)cc1	-11	-2	-6	-1.5	4.0	-2.3	-1.4	0.5	-3.9	-4.0	-5
CC1=C(C(=O)N(C)C)CC(CC(=O)NC(c2ccccc2)c2ccccc2)C(=O)N1CCC1=CCCCC1 (configuration not stated)	1	-1	1	-0.8	-1.6	-0.9	-2.9	-0.1	-2.1	-1.3	-4
COc1cccc(-c2csc(N3CCN(C(=O)Nc4ccccc4Cl)CC3)n2)c1	-9	1	4	-1.6	1.5	-0.5	-2.7	0.4	-1.1	-0.6	-1
CCn1c(COc2ccc(Cl)cc2)nnc1SCc1ccc(C#N)cc1	2	-4	-3	-1.6	2.5	-1.4	-3.6	0.6	-0.6	-2.3	-1
Oc1ccc(Nc2nc(-c3cccs3)cs2)cc1	-31	7	23*	-0.9	3.3	0.2	-1.1	2.5	0.0	-1.6	-4

Source: PubChem BioAssay (several laboratories)
